Compound activity as filed in PubChem.
PAD4 inh: human PAD4 inhibitors, primary screen, biochemical, fluorescence polarization, 1536-well format | Protein-arginine deiminase type-4 (Homo sapiens), Q9UM07 | recombinant PAD4, RCA probe fluorescence polarization | inhibition, % at 6.36 µM | hit rate 0.41% among 330,000;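 active means percent inhibition above a cutoff equal to the mean of all tested compounds plus 3 SD, cut at about 15% in these data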;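 further: 0% = PAD4 with RCA probe and DMSO and 100% = probe without PAD4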
MEX-5 binding: MEX-5 zinc finger RNA-binding disruptors – biochemical, C. elegans, fluorescence polarization, MLPCN library, primary screen | MEX-5/FITC-TCR2 RNA binding; hits give low values | activity score (negative = inhibition of binding), % at 10 µM | hit rate 0.38% among 300,000 | AID 1832, 2009;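 active means inhibition past about -25% in most replicates, and total fluorescence under double the plate's negative control median, limit read from the data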;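 further: 0% = DMSO and -100% = 5 µM competing unlabeled TCR2 RNA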
Fam108B counter: mouse Fam108B serine hydrolase inhibitors, primary screen, counter-screen for RBBP9 inhibitor project, biochemical, fluorescence polarization | recombinant Fam108B, FP-Rh probe fluorescence polarization | inhibition, % at 9.51 µM | hit rate 0.33% among 300,000 | AID 1947, 2009;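 active means inhibition above the screen mean inhibition plus 3 SD, computed separately per campaign, cut at about 18% in these data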;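 further: inhibitors lower polarization as less probe binds the enzyme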
GSTO1 counter: inhibitors of recombinant GSTO1, primary screen, counter-screen for RBBP9 inhibitor project, biochemical, fluorescence polarization | Glutathione S-transferase omega-1 (Homo sapiens), P78417 | activity-based probe fluorescence polarization | inhibition, % at 5.96 µM | hit rate 1.1% among 300,000;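 active means inhibition above the campaign mean inhibition plus 3 SD, cut at about 35% in these data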;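 further: 0% = GSTO1-1 with DMSO and 100% = wells lacking GSTO1-1 enzyme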
Target sequence (P78417 whole entry, looked up): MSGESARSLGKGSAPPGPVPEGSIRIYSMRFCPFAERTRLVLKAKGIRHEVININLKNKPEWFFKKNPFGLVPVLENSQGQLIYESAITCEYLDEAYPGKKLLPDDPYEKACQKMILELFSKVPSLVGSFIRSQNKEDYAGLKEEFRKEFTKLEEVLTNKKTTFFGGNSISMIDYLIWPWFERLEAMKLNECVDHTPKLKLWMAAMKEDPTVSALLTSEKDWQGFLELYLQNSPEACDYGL
MCL1-BIM inh: inhibitors of MCL1 binding to BIM-BH3, primary screen, biochemical, fluorescence polarization. Induced myeloid leukemia cell differentiation protein Mcl-1 (Homo sapiens), Q07820. GST-MCL1 / FITC-Bim-BH3 fluorescence polarization. inhibition, % at 10.9 µM. hit rate 0.68% among 320,000. AID 2057, 2009;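 active means inhibition above the mean inhibition of all tested compounds plus 3 SD, set per campaign, cut at about 40% in these data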;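 further: 0% = DMSO wells and 100% = unlabeled Bim-BH3 peptide control; higher means more loss of mP so more displacement of Bim peptide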
Bcl-xL primary: inhibitors of human Bcl-xL, primary screen, biochemical, fluorescence polarization, HTS. GST-Bcl-xL / FITC-Bim BH3 peptide fluorescence polarization. Bcl-2-like protein 1 (Homo sapiens), Q07817. hit rate 0.7% among 320,000. inhibition, % at 10.9 µM;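 active means inhibition above the mean of all tested compounds plus 3 SD, cutoff set per campaign, cut at about 30% in these data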;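 further: 0% = DMSO wells and 100% = unlabeled Bim-BH3 peptide competitor; inhibitors lower millipolarization by displacing the labeled peptide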
Target sequence (Q07817 whole entry, looked up): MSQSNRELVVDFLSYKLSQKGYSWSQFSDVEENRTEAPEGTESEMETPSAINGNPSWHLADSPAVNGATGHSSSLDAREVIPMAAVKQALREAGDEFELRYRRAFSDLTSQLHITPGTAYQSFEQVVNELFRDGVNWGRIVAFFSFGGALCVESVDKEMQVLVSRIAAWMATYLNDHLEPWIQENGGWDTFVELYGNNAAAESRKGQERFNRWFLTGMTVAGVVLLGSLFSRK
TPT1 inh: Candida albicans TPT1 enzyme inhibitors, primary screen, biochemical, fluorescence polarization; tRNA 2'-phosphotransferase TPT1 (Candida albicans SC5314); recombinant caTPT1, FP RNA substrate dephosphorylation; inhibition, % at 5 µM; hit rate 0.81% among 300,000;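 active means inhibition above the mean of all tested compounds plus 3 SD, set per screening campaign, cut at about 24% in these data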;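 further: plate controls were DMSO alone for no effect and ferristatin control at 100 nM for full effect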
GLD-1 TGE inh: GLD-1/TGE RNA complex disruptors, primary screen, biochemical, fluorescence polarization. Female germline-specific tumor suppressor gld-1 (Caenorhabditis elegans), Q17339. purified GLD-1 + fluorescein TGE RNA. inhibition, % at 5.96 µM. hit rate 0.44% among 320,000. AID 2280, 2010;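 active means percent inhibition above a per-plate cutoff, the plate mean of test compounds plus 3 SD, cut at about 30% in these data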;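 further: 0% = DMSO wells with GLD-1 and probe and 100% = wells lacking GLD-1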
PME-1 primary: PME-1 inhibitors via competitive probe labeling, primary screen, biochemical, fluorescence polarization, FP-Rh probe, HTS. inhibition, % at 5.9 µM. recombinant PME-1. Protein phosphatase methylesterase 1 (Homo sapiens), Q9Y570. AID 2130, 2009. hit rate 0.53% among 320,000;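 active means inhibition above the campaign mean of all compounds plus 3 SD, cut at about 26% in these data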;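 further: competitive labeling of PME-1 active site by serine hydrolase directed probe; 0% = PME-1 with DMSO and 100% = wells lacking PME-1 enzyme; inhibitors block probe labeling so polarization falls and inhibition rises; many of its hits are not listed in these tables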
Target sequence (Q9Y570 whole entry, looked up): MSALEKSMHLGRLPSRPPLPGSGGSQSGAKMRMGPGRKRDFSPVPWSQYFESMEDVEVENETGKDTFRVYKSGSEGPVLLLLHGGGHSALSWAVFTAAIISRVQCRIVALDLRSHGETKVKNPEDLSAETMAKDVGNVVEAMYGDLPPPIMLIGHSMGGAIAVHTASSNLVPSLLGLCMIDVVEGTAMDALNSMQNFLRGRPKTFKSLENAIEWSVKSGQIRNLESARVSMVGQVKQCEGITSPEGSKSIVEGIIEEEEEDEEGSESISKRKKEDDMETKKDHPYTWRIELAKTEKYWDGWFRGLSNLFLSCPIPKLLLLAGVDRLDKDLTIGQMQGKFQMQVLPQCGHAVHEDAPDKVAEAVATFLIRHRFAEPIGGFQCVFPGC
The depositor's hits bear a star.

Preview, two compounds:
CC1Cc2ccccc2N1C(=O)COC(=O)c1ccc(O)cc1 (configuration not stated) was read as PAD4 inh -2, MEX-5 binding -2.3, Fam108B counter -2, GSTO1 counter -1, MCL1-BIM inh -3, Bcl-xL primary -1, TPT1 inh -2, GLD-1 TGE inh 2 and PME-1 primary 5.
Screening CCOc1ccccc1Nc1nnc(SCC(=O)NC(=O)c2cccn2C)s1 returned PAD4 inh -3, MEX-5 binding 0.4, Fam108B counter -1, GSTO1 counter -2, MCL1-BIM inh -3, Bcl-xL primary 6, TPT1 inh 4, GLD-1 TGE inh -3 and PME-1 primary 6.

The whole of this part, repeating the preview:
CC1Cc2ccccc2N1C(=O)COC(=O)c1ccc(O)cc1 (configuration not stated) was read as PAD4 inh -2, MEX-5 binding -2.3, Fam108B counter -2, GSTO1 counter -1, MCL1-BIM inh -3, Bcl-xL primary -1, TPT1 inh -2, GLD-1 TGE inh 2 and PME-1 primary 5.
Screening CCOc1ccccc1Nc1nnc(SCC(=O)NC(=O)c2cccn2C)s1 returned PAD4 inh -3, MEX-5 binding 0.4, Fam108B counter -1, GSTO1 counter -2, MCL1-BIM inh -3, Bcl-xL primary 6, TPT1 inh 4, GLD-1 TGE inh -3 and PME-1 primary 6.
For COc1ccc(S(=O)(=O)NC(Cc2ccccc2)C(=O)O)cc1 (configuration not stated) the results were PAD4 inh 1, MEX-5 binding -0.2, Fam108B counter 3, GSTO1 counter 2, MCL1-BIM inh 2, Bcl-xL primary 7, TPT1 inh -3, GLD-1 TGE inh 5 and PME-1 primary 3.
`c1ccc(-c2ccccc2-c2nc(-c3cccnc3)no2)cc1` gave PAD4 inh 0, MEX-5 binding 1.9, Fam108B counter -4, GSTO1 counter 1, MCL1-BIM inh 4, Bcl-xL primary 0, TPT1 inh -1, GLD-1 TGE inh 2 and PME-1 primary 1.
`COc1ccc(NC(=O)CC2Nc3ccccc3NC2=O)c([N+](=O)[O-])c1` (configuration not stated) gave PAD4 inh 0, MEX-5 binding -2.0, Fam108B counter -3, GSTO1 counter 6, MCL1-BIM inh -6, Bcl-xL primary 6, TPT1 inh -2, GLD-1 TGE inh 11 and PME-1 primary 1.
`CC(CC(=O)O)Nc1ccccc1O` (configuration not stated) gave PAD4 inh -5, MEX-5 binding 0.5, Fam108B counter 1, GSTO1 counter 48*, MCL1-BIM inh 6, Bcl-xL primary 11, TPT1 inh 3, GLD-1 TGE inh 6 and PME-1 primary 7.
`CN1CCN(CCC(=O)N/N=C/c2ccccn2)CC1` gave PAD4 inh 1, MEX-5 binding -2.4, Fam108B counter 2, GSTO1 counter 5, MCL1-BIM inh 8, Bcl-xL primary 9, TPT1 inh 0, GLD-1 TGE inh 1 and PME-1 primary 3.
Screening Oc1ccc(/C=N/NC(=S)Nc2cccnc2)c(O)c1 returned PAD4 inh -3, MEX-5 binding 1.6, Fam108B counter 13, GSTO1 counter 9, MCL1-BIM inh 17, Bcl-xL primary 8, TPT1 inh 3, GLD-1 TGE inh -3 and PME-1 primary 6.
`COc1ccc(S(=O)(=O)N2CCCCC2)cc1NC(=O)CN1CCN(C(C)=O)CC1` gave PAD4 inh -3, MEX-5 binding 1.5, Fam108B counter 3, GSTO1 counter 9, MCL1-BIM inh 4, Bcl-xL primary -1, TPT1 inh -1, GLD-1 TGE inh -3 and PME-1 primary 0.
`COC(=O)CN(C#N)c1nc(OC)nc(N(C)C)n1` gave PAD4 inh 2, MEX-5 binding -1.6, Fam108B counter 0, GSTO1 counter 5, MCL1-BIM inh 3, Bcl-xL primary 7, TPT1 inh 3, GLD-1 TGE inh -7 and PME-1 primary 7.
COc1ccccc1C1CCN(Cc2cccc(C(=O)N3CCC(O)CC3)c2)CC1 was read as PAD4 inh -2, MEX-5 binding 0.3, Fam108B counter 0, GSTO1 counter 3, MCL1-BIM inh -1, Bcl-xL primary 2, TPT1 inh -1, GLD-1 TGE inh -6 and PME-1 primary 0.
Screening Cc1noc(C)c1COC(=O)c1csc2c1CCC(C)C2 (configuration not stated) returned PAD4 inh -2, MCL1-BIM inh 2, Bcl-xL primary -1, GLD-1 TGE inh 3 and PME-1 primary 2.
`CC(CC(=O)Nc1nncs1)c1ccccc1` (configuration not stated) gave PAD4 inh -2, MEX-5 binding 3.5, Fam108B counter 6, GSTO1 counter 4, MCL1-BIM inh 0, Bcl-xL primary 3, TPT1 inh -1, GLD-1 TGE inh 7 and PME-1 primary 0.
Cc1ccc2c(c1)N(Cc1cccc(F)c1)C(=O)C(C)O2 (configuration not stated) was read as PAD4 inh 4, MEX-5 binding 3.4, Fam108B counter 0, GSTO1 counter -3, MCL1-BIM inh 3, Bcl-xL primary 6, TPT1 inh 1, GLD-1 TGE inh 3 and PME-1 primary -4.
`Cc1ccc(C)c(NC(=O)CSc2nnc3n2CCCCC3)c1` gave PAD4 inh -1, MEX-5 binding 2.0, Fam108B counter 2, GSTO1 counter 0, MCL1-BIM inh -9, Bcl-xL primary 0, TPT1 inh -2, GLD-1 TGE inh 0 and PME-1 primary 0.
Screening COc1cc(NC(=O)COc2cccc3c2OC(C)(C)C3)cc(OC)c1OC returned PAD4 inh 0, MCL1-BIM inh 4, Bcl-xL primary 1, GLD-1 TGE inh 3 and PME-1 primary 2.
`CCOc1ccc(OCC)c(S(=O)(=O)NCc2ccccc2)c1` gave PAD4 inh -3, MEX-5 binding -1.9, Fam108B counter -1, GSTO1 counter 6, MCL1-BIM inh -2, Bcl-xL primary 4, TPT1 inh 0, GLD-1 TGE inh 5 and PME-1 primary 0.
`CCCOC(=O)c1ccc(NC(=O)c2c(Cl)ccc(Cl)c2OC)cc1` gave PAD4 inh 2, MEX-5 binding 1.1, Fam108B counter -9, GSTO1 counter 0, MCL1-BIM inh 15, Bcl-xL primary 4, TPT1 inh -7, GLD-1 TGE inh 0 and PME-1 primary -2.
`CC1Cc2cc(S(=O)(=O)NCCC(=O)NCc3ccc(F)cc3)ccc2N1C(=O)C1CC1` (configuration not stated) gave PAD4 inh 1, MEX-5 binding 1.7, Fam108B counter 2, GSTO1 counter -3, MCL1-BIM inh 0, Bcl-xL primary -1, TPT1 inh 0, GLD-1 TGE inh 5 and PME-1 primary 6.
COc1cc(/C=N/NC(=O)c2cccnc2)ccc1OS(=O)(=O)c1cc(C)ccc1C was read as PAD4 inh -2, MEX-5 binding -2.1, Fam108B counter -36, GSTO1 counter -55, MCL1-BIM inh 2, Bcl-xL primary 0, TPT1 inh 2, GLD-1 TGE inh -1 and PME-1 primary -24.
CCCNC(=O)CS(=O)(=O)Cc1nc(-c2ccccc2C)oc1C was read as PAD4 inh 3, MEX-5 binding 0.6, Fam108B counter -4, GSTO1 counter 0, MCL1-BIM inh 1, Bcl-xL primary 3, TPT1 inh -1, GLD-1 TGE inh -7 and PME-1 primary -1.
`O=C(CN1C(=O)c2ccccc2S1(=O)=O)NCc1cccs1` gave PAD4 inh -9, MEX-5 binding -3.8, Fam108B counter 3, GSTO1 counter 2, MCL1-BIM inh -6, Bcl-xL primary -2, TPT1 inh 0, GLD-1 TGE inh 5 and PME-1 primary 7.
For COc1cc(C2C(C(=O)c3ccc(C)o3)=C(O)C(=O)N2Cc2ccccc2)ccc1O (configuration not stated) the results were PAD4 inh -2, MEX-5 binding -1.1, Fam108B counter 2, GSTO1 counter 10, MCL1-BIM inh 1, Bcl-xL primary -2, TPT1 inh -1, GLD-1 TGE inh 1 and PME-1 primary 0.
For CC(=O)N(Cc1cccs1)Cc1cc2ccc(C)c(C)c2nc1Cl the results were PAD4 inh -5, MEX-5 binding -1.1, Fam108B counter -2, GSTO1 counter 2, MCL1-BIM inh -6, Bcl-xL primary 3, TPT1 inh 3, GLD-1 TGE inh -1 and PME-1 primary -2.
`Cc1ccc(S(=O)(=O)Nc2nc(C)cc(N/N=C/c3ccc(O)cc3)n2)cc1` gave PAD4 inh 1, MEX-5 binding -0.5, Fam108B counter -1, GSTO1 counter 6, MCL1-BIM inh 8, Bcl-xL primary 9, TPT1 inh 4, GLD-1 TGE inh 2 and PME-1 primary 16.
Screening CC(C)N1CC(C(=O)Nc2ccc(Cl)c(Cl)c2)CC1=O (configuration not stated) returned PAD4 inh 3, MEX-5 binding 0.5, Fam108B counter 4, GSTO1 counter 8, MCL1-BIM inh 8, Bcl-xL primary 6, TPT1 inh -2, GLD-1 TGE inh 2 and PME-1 primary -14.
CCCOC(=S)NC(=O)c1sc2ccccc2c1Cl was read as PAD4 inh 8, MEX-5 binding -0.4, Fam108B counter -4, GSTO1 counter -24, MCL1-BIM inh 17, Bcl-xL primary 9, TPT1 inh 1, GLD-1 TGE inh 3 and PME-1 primary -1.
Screening Cc1cccc(C)c1N1CC(=O)N(c2c(C)cccc2C)CC1=O returned PAD4 inh -2, MEX-5 binding -0.6, Fam108B counter 1, GSTO1 counter 11, MCL1-BIM inh -4, Bcl-xL primary -2, TPT1 inh 0, GLD-1 TGE inh 1 and PME-1 primary -1.
`CCOC(=O)/C=C/CN(C(=O)OC(C)(C)C)S(=O)(=O)N1CC=CC1` gave PAD4 inh -5, MEX-5 binding -1.2, Fam108B counter -1, GSTO1 counter 0, MCL1-BIM inh 6, Bcl-xL primary 1, TPT1 inh 0, GLD-1 TGE inh -1 and PME-1 primary 9.
`COc1cc(C(=O)NNC(=O)c2cc(S(=O)(=O)N(C)C)ccc2N2CCCC2)cc(OC)c1OC` gave PAD4 inh -3, MCL1-BIM inh 5, Bcl-xL primary 3, GLD-1 TGE inh 0 and PME-1 primary 3.
Screening O=C(NCCCN1CCOCC1)c1ccc2c(c1)N(Cc1ccccc1F)C(=O)c1ccccc1S2=O (configuration not stated) returned PAD4 inh 0, MEX-5 binding 0.1, Fam108B counter 5, GSTO1 counter -4, MCL1-BIM inh 11, Bcl-xL primary 1, TPT1 inh 0, GLD-1 TGE inh 1 and PME-1 primary 0.

Two compounds picked at random from the list so far:
Cc1ccc2c(c1)N(Cc1cccc(F)c1)C(=O)C(C)O2 (configuration not stated) was read as PAD4 inh 4, MEX-5 binding 3.4, Fam108B counter 0, GSTO1 counter -3, MCL1-BIM inh 3, Bcl-xL primary 6, TPT1 inh 1, GLD-1 TGE inh 3 and PME-1 primary -4.
`COc1cc(C(=O)NNC(=O)c2cc(S(=O)(=O)N(C)C)ccc2N2CCCC2)cc(OC)c1OC` gave PAD4 inh -3, MCL1-BIM inh 5, Bcl-xL primary 3, GLD-1 TGE inh 0 and PME-1 primary 3.

Only part of the results is shown. The share of hits here may be higher or lower than overall.
